From PubChem BioAssay
APOBEC3G inh = APOBEC3G (human) deaminase inhibition. recombinant A3G, ssDNA deamination FAM/TAMRA fluorescence. inhibition, % at 20 µM. 330,000 tested, 0.28% active. AID 493012;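 active means inhibition of at least 40% at 20 µM, with no more than 30% in the related APOBEC3A deaminase screen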;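 further: plate controls were DMSO wells with A3G for no effect and wells lacking A3G enzyme for full effect; some compounds called inactive have numbers as strong as hits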
A3A deaminase = inhibitors of human APOBEC3A DNA deaminase; recombinant A3A, FAM/TAMRA ssDNA deamination fluorescence; P31941; inhibition, % at 20 µM; 330,000 tested, 0.41% active;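 active means at least 40% inhibition at 20 µM here, with at most 30% in a related deaminase screen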;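 further: plate controls were A3A with DMSO for no effect and wells lacking A3A enzyme for full effect; some results filed as inactive read as strong as hits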
Target sequence (P31941 whole entry, looked up): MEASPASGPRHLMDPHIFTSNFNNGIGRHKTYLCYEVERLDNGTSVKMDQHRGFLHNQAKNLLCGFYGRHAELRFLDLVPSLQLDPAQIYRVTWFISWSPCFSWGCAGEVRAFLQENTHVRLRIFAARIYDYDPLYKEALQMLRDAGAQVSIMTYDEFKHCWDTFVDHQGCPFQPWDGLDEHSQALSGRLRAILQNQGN
hIAP activ = human IAP activation. AID 2524. P09923. purified human IAP, CDP-Star luminescence, 30 min; stronger effect = higher value; 1 = vehicle-only enzyme, 0 = enzyme-free background. 330,000 tested, 0.16% active. activation factor at 10 µM;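 active means activation factor of the enzyme at least 2-fold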; further: the source names both 10 and 20 µM as test concentration; values of inactives mirror those of a sister screen read the other way
Target sequence (P09923 whole entry, looked up): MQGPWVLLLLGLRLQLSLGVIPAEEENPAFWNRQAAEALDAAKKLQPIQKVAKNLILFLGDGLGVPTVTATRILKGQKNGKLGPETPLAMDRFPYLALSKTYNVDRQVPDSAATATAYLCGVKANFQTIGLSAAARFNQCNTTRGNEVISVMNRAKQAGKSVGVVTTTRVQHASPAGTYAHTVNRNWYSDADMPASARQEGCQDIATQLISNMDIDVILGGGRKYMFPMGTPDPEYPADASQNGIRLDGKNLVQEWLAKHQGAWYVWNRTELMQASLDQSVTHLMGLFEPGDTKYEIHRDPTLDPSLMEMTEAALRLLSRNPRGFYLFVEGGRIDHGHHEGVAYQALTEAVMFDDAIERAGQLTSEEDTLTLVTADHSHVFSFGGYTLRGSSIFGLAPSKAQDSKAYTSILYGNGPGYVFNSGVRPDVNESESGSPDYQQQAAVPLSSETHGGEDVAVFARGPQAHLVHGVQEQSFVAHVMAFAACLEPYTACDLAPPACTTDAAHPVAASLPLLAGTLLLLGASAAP
hIAP block = human IAP inhibition. purified IAP, CDP-Star luminescence, 30 min. inhibition, % at 10 µM. 330,000 tested, 0.12% active. AID 2544;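 active means inhibition reaching a set limit with compound at 10 µM in the primary screen, cut at about 35% in these data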;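 further: plate controls were DMSO wells with enzyme for no effect and no-enzyme buffer wells for full effect; values of inactives mirror those of a sister screen read the other way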
beta cell repl = induces beta-cell replication in MIN6 cells. MIN6 cells proliferation, ATPlite luminescence, 48 h; cells starved in 0.2% serum; 100% = growth in 10% serum. proliferation, % at 10 µM. 330,000 tested, 0.29% active;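 active means compounds whose signal lies at least 3.5 SD above the mean of all wells on their plate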;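 further: 0% = DMSO-treated cells in low-serum medium and 100% = 10% serum control; some compounds called inactive have numbers as strong as hits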
ATG4B inhibitor = blocks human ATG4B protease cleavage of LC3 substrate; Q9Y4P1; ATG4B cleavage of LC3-PLA2, NBD-HPC fluorescence, 1 h; inhibition, % at 8.33 µM; 340,000 tested, 0.51% active; AID 504462; in the data active means inhibition above about 40%
mIAP act = increases mouse intestinal alkaline phosphatase activity; activation factor at 10 µM; 330,000 tested, 0.24% active; muIAP, CDP-Star luminescence, 30 min; stronger effect = higher value; 1 = vehicle-only enzyme signal, 0 = enzyme-free wells;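 active means activation factor of at least 2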; further: the source names both 10 and 20 µM as test concentration; values of inactives mirror those of a sister screen read the other way
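Assay system: mouse IAP enzyme / Compound: DMSO-dissolved test compounds / Timing: 30 min, room temperature / Measured by: luminescence from enzymatic CDP-Star hydrolysis / Control set: DMSO-only wells, enzyme-free buffer wells as negative control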
mIAP inh = mouse IAP inhibition | purified mouse IAP, CDP-Star luminescence, 30 min | inhibition, % at 10 µM | 330,000 tested, 0.2% active | AID 2806;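 active means inhibition of at least 40% at 10 µM in the primary screen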;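 further: plate controls were DMSO with enzyme for no effect and no enzyme wells for full effect; values of inactives mirror those of a sister screen read the other way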
MPTP block = inhibitors of mitochondrial permeability transition pore; isolated mouse mitochondria, Ca2+ swelling absorbance, 30 min; inhibition, % at 10 µM; 360,000 tested, 1.4% active; AID 602449;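 active means inhibition of 50% or more, scaled per plate between neutral and stimulator controls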;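 further: 0% = DMSO wells given calcium and 100% = 1 mM EGTA wells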
Active calls of the source: *; . = not tested or not shown.

SMILES | APOBEC3G inh | A3A deaminase | hIAP activ | hIAP block | beta cell repl | ATG4B inhibitor | mIAP act | mIAP inh | MPTP block
O=C(c1ccccc1-c1nc(-c2ccccc2)no1)N1CCCC1 | 0 | -2 | 1.1 | -7 | -3 | 2 | 0.94 | 6 | -0.5
CC[C@]12c3[nH]c4cc(CCC(=O)N(C)C)ccc4c3CCN1C(=O)[C@@H](CC(=O)NCCc1ccccn1)C[C@@H]2C(=O)N1CCN(C(=O)C2CC2)CC1 | 5 | 5 | . | . | . | 2 | 1 | -3 | -1.0
CCn1cc(C(=O)N2CCCC(N3CCN(c4ccccc4C)CC3)C2)cn1 (configuration not stated) | -1 | -2 | 0.98 | 2 | -3 | -2 | 1 | -4 | -0.3
COc1cc(NC(=S)N2CCCC(C)C2)c(OC)cc1Cl (configuration not stated) | 5 | -2 | 1.1 | -7 | 3 | 3 | 0.87 | 13 | -1.5
CC(=O)Nc1c(NCC(C)C)c2ccccc2oc1=O | -3 | 0 | 1 | 0 | -1 | -7 | 1 | 0 | 0.4
CC(C)CSc1nnc(N)s1 | -3 | -3 | 0.9 | 10 | 0 | -4 | 0.95 | 4 | -1.1
O=C(CSc1nc(-c2ccc(F)cc2)cs1)NC(=O)NCc1ccco1 | 13 | 21 | 1.1 | -7 | -2 | 4 | 0.97 | 3 | -0.7
O=C(CCC(NC(=O)OCc1ccccc1)C(=O)O)OCc1ccccc1 (configuration not stated) | -7 | -1 | 0.99 | 1 | 0 | -3 | 0.9 | 10 | 1.4
Cc1ccccc1S(=O)(=O)NC1OC(=O)C(Cl)=C1Cl (configuration not stated) | -1 | 2 | 0.94 | 6 | -1 | 7 | 1 | 0 | -2.6
Cc1nc([N+](=O)[O-])c(NCCO)n1Cc1ccccc1 | -3 | -3 | 0.85 | 15 | -4 | -10 | 0.91 | 9 | -0.8
COc1ccc(NC(=O)c2ccc(COc3ccccc3OC)o2)cc1OC | -5 | -2 | 0.93 | 7 | -3 | -9 | 1.2 | -17 | 1.7
Cc1ccccc1C(=O)N/N=C/c1ccncc1 | -8 | 0 | 1 | -3 | -2 | -4 | 1 | -1 | 0.5
C=CCn1c(-c2ccccc2)nc2nc3ccccc3nc21 | -3 | -1 | 0.99 | 1 | 1 | 3 | 1 | -2 | -2.7
COc1ccc(C(=O)CN2C(=O)c3ccccc3S2(=O)=O)cc1Br | 3 | 1 | 0.81 | 19 | -4 | 8 | 0.99 | 1 | 0.1
COc1cccc(C(=O)Nc2cc(C(=O)NCc3ccc(C)cc3)ccc2N2CCC3(CC2)CC(c2cccc(Br)c2)=NO3)c1 | -6 | -1 | 0.88 | 12 | -6 | -6 | 0.94 | 6 | 1.1
O=C(NC1CCSc2ccccc21)c1cc(S(=O)(=O)N2CCOCC2)ccc1F (configuration not stated) | -7 | -2 | 0.92 | 8 | -1 | 3 | 0.98 | 2 | -2.6
COc1ccc(C(=O)NCC(=O)NCC2(N(C)C)CCCCC2)cc1OC | -7 | -2 | 1.1 | -10 | 0 | 2 | 0.88 | 12 | 0.6
C[C@H](CO)N1C[C@H](C)[C@@H](CN(C)C(=O)Nc2ccccc2)Oc2c(NC(=O)Nc3ccc(C(F)(F)F)cc3)cccc2C1=O | 3 | -1 | 1.3 | -29 | -6 | -22 | 1.1 | -9 | -2.1
CC(NC(=O)COC(=O)C1CCN(c2ccc(C(F)(F)F)cn2)CC1)c1ccc(F)cc1 (configuration not stated) | -3 | -2 | 0.88 | 12 | 1 | -3 | 0.99 | 1 | -1.3
CN1CCN(CCNC(=O)c2cn(Cc3ccccc3F)nn2)CC1 | -1 | 2 | 1.1 | -10 | 1 | 16 | 0.97 | 3 | -0.7
COc1ccc(Cn2nc(-c3ccccc3)c(N3CCCCC3)cc2=O)cc1 | 1 | 1 | 1 | -2 | -6 | 6 | 1 | -1 | 3.0
O=C(COc1ccccc1F)Nc1c2c(nn1-c1ccccc1)CS(=O)(=O)C2 | -9 | -5 | 1 | -2 | 5 | 3 | 0.98 | 2 | -1.0
Cc1cc(NC(=O)CCC(=O)N(CC(=O)NC2CCCC2)Cc2ccc(F)cc2)no1 | -6 | -2 | 1 | -2 | -2 | 9 | 0.95 | 5 | 0.3
O=c1ccc(NS(=O)(=O)c2ccc(Cl)cc2)cn1Cc1ccc(Cl)c(Cl)c1 | 2 | 3 | 1.1 | -8 | -4 | 0 | 0.88 | 12 | 38
COc1ccc(NS(=O)(=O)c2cc(NC(=O)C3CCCO3)ccc2N2CCCC2)cc1 (configuration not stated) | -3 | -1 | 0.86 | 14 | -5 | 2 | 0.98 | 2 | -0.6
O=C(CNC(=O)c1ccc(Cl)cc1)NC1CCCCC1 | 1 | 2 | 1.1 | -7 | 1 | -4 | 0.99 | 1 | -1.3
O=C1OCCN1C(=O)[C@H]1[C@H](c2ccc(Cl)cc2)C(c2cccc(Cl)c2)=NN1c1ccc(Br)cc1 | 1 | 4 | . | . | . | 0 | 1.1 | -6 | 7.2
COc1ccc(CCNC(=O)C2CCN(S(=O)(=O)c3c(C)noc3C)CC2)cc1OC | -1 | 0 | 0.84 | 16 | -2 | -4 | 1 | -4 | -0.4
CCCCn1c(SCC(=O)N2CCOCC2)nc2ccccc2c1=O | -14 | 4 | 0.91 | 9 | 0 | 0 | 0.98 | 2 | -0.3
CCC(NC(=O)Nn1cnnc1)(C(F)(F)F)C(F)(F)F | -9 | -6 | 1.2 | -16 | 4 | -2 | 1.2 | -15 | -0.6
COC(=O)c1cc(COC(=O)c2cccnc2SC)oc1C | -4 | 0 | 1.2 | -22 | 1 | -11 | 0.9 | 10 | 3.3
Cc1csc(NC(=O)CCn2c(=O)oc3ccccc32)n1 | -5 | -4 | 0.87 | 13 | 0 | -9 | 0.95 | 5 | 0.0
COc1ccc(NC(=O)c2ccc3[nH]c(=O)c(=O)[nH]c3c2)c(OC)c1 | -7 | -4 | 1 | -2 | 3 | -1 | 1.1 | -6 | 0.2
COc1ccccc1NC(=O)C1=C(C)Nc2nnnn2C1c1cc(Br)ccc1OC (configuration not stated) | -10 | -3 | 0.97 | 2 | -1 | -7 | 0.96 | 4 | -1.0
COCCN1C(=O)N[C@@H](c2cccc(C(F)(F)F)c2)C(C(=O)OC)=C1C | -8 | -2 | 0.86 | 14 | -5 | 1 | 1 | -2 | 0.0
CC(=O)N1c2ccccc2C(CBr)=CC1(C)C | 7 | 4 | 0.98 | 2 | 1 | 0 | 0.95 | 5 | 4.0
Cc1c(CN(C)C)c2c(n1Cc1ccccc1)C(=O)c1ccc(Br)cc1-2 | -3 | 0 | 1.2 | -16 | -5 | 13 | 0.88 | 12 | -5.5
CC(=O)NS(=O)(=O)c1ccc(NS(=O)(=O)c2ccccc2[N+](=O)[O-])cc1 | -3 | 3 | 0.94 | 6 | -2 | -1 | 0.98 | 2 | 0.3
O=C(CCNS(=O)(=O)c1ccc(Br)cc1)NNC(=O)C1COc2ccccc2O1 (configuration not stated) | -7 | 15 | 2 | -95 | -4 | -2 | 0.81 | 19 | 0.0
Cc1ccc(NC(=O)CSc2nnc(-c3cnccn3)n2C)cc1C | 1 | -2 | 1.2 | -21 | -1 | 15 | 1 | -5 | -1.8
CCN(CC)S(=O)(=O)c1cccc(NC(=O)CN2C(=O)c3ccc([N+](=O)[O-])cc3C2=O)c1 | -4 | 1 | 1 | 0 | -1 | -14 | 1 | -4 | 3.2
CCc1ccccc1Nc1nc(N)nc(CSc2nnc3ccccn23)n1 | -2 | 2 | 0.87 | 13 | -1 | 6 | 1.2 | -19 | -0.5
Cc1ccc(S(=O)(=O)NC(CC(C)C)C(=O)Nc2nccs2)cc1 (configuration not stated) | -8 | -4 | 0.89 | 11 | -1 | -2 | 0.91 | 9 | -3.6
COc1ccnc(Oc2ccc(F)cc2)c1C(=O)N/C=N/OCc1ccccc1 | -1 | -2 | 0.97 | 2 | -2 | 10 | 1 | -3 | 0.5
CSc1cccc(N2CC(C(=O)N(Cc3nnc(-c4ccccc4Cl)o3)C3CC3)CC2=O)c1 (configuration not stated) | 0 | -1 | 1.2 | -17 | -3 | -6 | 1 | -2 | 2.5
CCN(CC)CCCN=C1N[C@@H](c2ccccc2)C(C(=O)OC)=C(C)N1CC | 53 | 77 | 1 | 0 | -2 | -10 | 1.1 | -5 | 0.5
CCN1CCN(C(=O)CN2C(=O)c3ccccc3S2(=O)=O)CC1 | -11 | -2 | 1 | -2 | -2 | -6 | 1 | -4 | -1.4
Cc1cccnc1Nc1nc(-c2ccccn2)cs1 | -3 | -1 | 1.5 | -52 | -3 | -7 | 1.1 | -15 | -2.2
COc1ccccc1CN1CC(C(=O)N(C)Cc2ccc(C)o2)CCC1=O (configuration not stated) | -4 | -3 | 0.92 | 8 | 0 | 24 | 0.93 | 7 | -2.0
CCOc1cccc(C(=O)NC2=NCCS2)c1 | -3 | 5 | 1.3 | -26 | -2 | -3 | 0.94 | 6 | -0.1
CCC(=O)Nc1ccc(C(=O)NNC(=O)c2ccc(Cl)cc2)cc1 | 0 | -6 | 1.3 | -31 | -1 | 1 | 1 | -3 | -0.8
Nc1ncnc2nc(SCCc3ccccc3)[nH]c12 | -6 | 2 | 0.84 | 16 | 1 | -4 | 0.96 | 4 | -0.1
CCn1c(Cc2ccccc2)nnc1SCC(=O)Nc1ccccc1F | -6 | 1 | 0.93 | 7 | -2 | -2 | 1.1 | -6 | 1.0
OC(COCc1ccco1)CN1CCN(c2ccccc2)CC1 (configuration not stated) | -5 | -3 | 0.97 | 3 | 0 | -3 | 1 | -4 | 0.9
Cc1nn(CC(=O)Nc2nc3ccccc3s2)c(C)c1[N+](=O)[O-] | -2 | -2 | 0.99 | 1 | -3 | 3 | 0.95 | 5 | 3.1
S=c1[nH]nc(C2CC2c2ccc(Cl)cc2)n1-c1ccc(Cl)cc1 (configuration not stated) | -15 | -1 | 1.2 | -20 | 2 | -6 | 1 | -5 | 1.9
O=C(NCc1ccccc1C(F)(F)F)C1CC(c2ccccc2[N+](=O)[O-])=NO1 (configuration not stated) | -10 | -6 | 0.93 | 7 | 1 | 7 | 0.98 | 2 | 0.4
c1ccc(SCc2nc3ccccc3s2)nc1 | -7 | -1 | 0.91 | 9 | 1 | -6 | 0.95 | 5 | 0.1
COC(C[C@@H](O)[C@H](C)[C@@H](O)COCc1ccccc1)OC | -12 | -3 | 0.9 | 10 | -3 | 0 | 0.98 | 2 | -0.6
C/C(=C\COc1ccc2ccc(=O)oc2c1)CC[C@@H](O)C(C)(C)O | -12 | -2 | 1.2 | -17 | 6 | -6 | 1 | -1 | -1.2
COC(=O)CSc1ccc2nnc(-c3ccc(OC)c(OC)c3)n2n1 | -6 | 1 | 0.94 | 6 | -4 | -7 | 1.1 | -8 | -1.5

Another view of some results above.
Under each structure – APOBEC3G inh	A3A deaminase	hIAP activ	hIAP block	beta cell repl	ATG4B inhibitor	mIAP act	mIAP inh	MPTP block
CCOc1cccc(C(=O)NC2=NCCS2)c1
 : -3	5	1.3	-26	-2	-3	0.94	6	-0.1
CCC(=O)Nc1ccc(C(=O)NNC(=O)c2ccc(Cl)cc2)cc1
 : 0	-6	1.3	-31	-1	1	1	-3	-0.8
Nc1ncnc2nc(SCCc3ccccc3)[nH]c12
 : -6	2	0.84	16	1	-4	0.96	4	-0.1
